Compound activity from PubChem.
hIAP inh: human IAP inhibition; purified IAP, CDP-Star luminescence, 30 min; inhibition, % at 10 µM; 0.12% of 330,000 active;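 active = inhibition reaching a set limit with compound at 10 µM in the primary screen, cut at about 35% in these data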;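 note: plate controls were DMSO wells with enzyme for no effect and no-enzyme buffer wells for full effect; values of inactives mirror those of a sister screen read the other way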
mIAP activ: increases mouse intestinal alkaline phosphatase activity; 0.24% of 330,000 active; activation factor at 10 µM; AID 2805; muIAP, CDP-Star luminescence, 30 min; active compounds read high; 1 = vehicle-only enzyme signal, 0 = enzyme-free wells;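 active = activation factor of at least 2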; note: the source names both 10 and 20 µM as test concentration; values of inactives mirror those of a sister screen read the other way
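Assay system: mouse IAP enzyme; reagent: chemiluminescent substrate CDP-Star; dosing: test compounds delivered from DMSO solution; schedule: 30 min at room temperature; measured by: luminescence from enzymatic CDP-Star hydrolysis; controls: DMSO-only wells and no-enzyme negative control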
A3A deaminase: inhibitors of human APOBEC3A DNA deaminase; inhibition, % at 20 µM; AID 493011; recombinant A3A, FAM/TAMRA ssDNA deamination fluorescence; 0.41% of 330,000 active; P31941;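 active = at least 40% inhibition at 20 µM here, with at most 30% in a related deaminase screen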;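 note: plate controls were A3A with DMSO for no effect and wells lacking A3A enzyme for full effect; some results filed as inactive read as strong as hits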
Target sequence (P31941 whole entry, looked up): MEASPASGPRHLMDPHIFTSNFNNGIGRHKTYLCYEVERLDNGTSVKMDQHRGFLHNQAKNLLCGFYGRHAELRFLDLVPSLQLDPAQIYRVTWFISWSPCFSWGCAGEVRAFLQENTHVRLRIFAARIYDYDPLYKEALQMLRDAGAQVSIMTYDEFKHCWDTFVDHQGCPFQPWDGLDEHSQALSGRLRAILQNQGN
APOBEC3G inh: inhibitors of human APOBEC3G DNA deaminase | recombinant A3G, ssDNA deamination FAM/TAMRA fluorescence | AID 493012 | inhibition, % at 20 µM | 0.28% of 330,000 active;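 active = inhibition of at least 40% at 20 µM, with no more than 30% in the related APOBEC3A deaminase screen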;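 note: plate controls were DMSO wells with A3G for no effect and wells lacking A3G enzyme for full effect; some compounds called inactive have numbers as strong as hits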
Target sequence (Q9HC16 whole entry, looked up): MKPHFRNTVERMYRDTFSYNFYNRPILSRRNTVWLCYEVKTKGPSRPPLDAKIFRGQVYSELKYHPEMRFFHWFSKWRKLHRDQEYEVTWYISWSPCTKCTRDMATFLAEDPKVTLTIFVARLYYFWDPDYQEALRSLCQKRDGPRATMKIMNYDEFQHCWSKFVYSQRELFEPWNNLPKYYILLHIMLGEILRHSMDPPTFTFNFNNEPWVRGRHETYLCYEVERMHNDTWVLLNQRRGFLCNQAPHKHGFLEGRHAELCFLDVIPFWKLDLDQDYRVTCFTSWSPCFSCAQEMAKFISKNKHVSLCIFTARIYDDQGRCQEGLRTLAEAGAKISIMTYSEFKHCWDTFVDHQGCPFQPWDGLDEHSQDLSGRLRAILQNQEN
SENP1 FRET inh: SENP1 (human) catalytic domain inhibition; recombinant SENP1 catalytic domain, CyPet-SUMO1-YPet FRET cleavage; inhibition, % at 10 µM; 0.21% of 360,000 active;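 active = inhibition at least 30% at 10 µM, raw YFP signal under a set limit, fluorescence ratio 0.5 to 1.5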;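 note: 0% = enzyme with DMSO and 100% = no enzyme wells; some results filed as inactive read as strong as hits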
Target sequence (Q9P0U3 419-644 limits assumed): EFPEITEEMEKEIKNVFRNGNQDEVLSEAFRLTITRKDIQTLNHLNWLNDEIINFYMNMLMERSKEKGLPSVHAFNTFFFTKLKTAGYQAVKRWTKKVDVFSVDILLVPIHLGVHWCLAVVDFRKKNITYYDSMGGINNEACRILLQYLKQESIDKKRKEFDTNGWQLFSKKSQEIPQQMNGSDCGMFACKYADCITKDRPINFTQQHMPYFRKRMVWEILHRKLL
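material = recombinant human SENP1 catalytic domain, His6-tagged | quantity = 20 pM enzyme | reagent = 25 nM SUMO1 FRET substrate | compound dosing = 10 µM single point, 0.5% DMSO | timing = 50 min enzyme reaction, room temperature, light-protected | detection = FRET, CFP and YFP emission | control set = no-enzyme low, enzyme-DMSO high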
NALP3 yeast inh: inhibitors of NALP3 inflammasome in yeast; inhibition, % at 10 µM; Yeast reconstituted NLRP3/ASC/caspase-1, beta-gal luminescence, 24 h; 0.39% of 330,000 active;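 active = inhibition of 50% or more; inactive = inhibition below 50%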;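 note: plate controls were induced DMSO wells for no effect and uninduced yeast grown without galactose for full effect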
hIAP activ: human IAP activation; 0.16% of 330,000 active; P09923; purified human IAP, CDP-Star luminescence, 30 min; active compounds read high; 1 = vehicle-only enzyme, 0 = enzyme-free background; activation factor at 10 µM;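 active = activation factor of the enzyme at least 2-fold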; note: the source names both 10 and 20 µM as test concentration; values of inactives mirror those of a sister screen read the other way
mIAP block: blocks mouse intestinal alkaline phosphatase | purified mouse IAP, CDP-Star luminescence, 30 min | AID 2806 | 0.2% of 330,000 active | inhibition, % at 10 µM;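 active = inhibition of at least 40% at 10 µM in the primary screen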;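 note: plate controls were DMSO with enzyme for no effect and no enzyme wells for full effect; values of inactives mirror those of a sister screen read the other way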
beta cell repl: induces beta-cell replication in MIN6 cells; MIN6 cells proliferation, ATPlite luminescence, 48 h; cells starved in 0.2% serum; 100% = growth in 10% serum; proliferation, % at 10 µM; 0.29% of 330,000 active;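 active = compounds whose signal lies at least 3.5 SD above the mean of all wells on their plate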;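 note: 0% = DMSO-treated cells in low-serum medium and 100% = 10% serum control; some compounds called inactive have numbers as strong as hits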
* hit, by the source's call. An excerpt (hit frequency here may not be typical).

The opening seven records (preview)
SMILES	hIAP inh	mIAP activ	A3A deaminase	APOBEC3G inh	SENP1 FRET inh	NALP3 yeast inh	hIAP activ	mIAP block	beta cell repl
COc1ccc(Cn2c(CO)cnc2SCC(=O)Nc2cccc(NC(C)=O)c2)cc1	-47.0	1.05	-5.9	-3.1	0.2	5.9	1.47	-5.3	0.3
CC(=O)Nc1ccc(NC(=O)COC(=O)c2ccc([N+](=O)[O-])o2)cc1	2.3	0.992	-4.7	-6.1	1.0	19.4	0.977	0.8	-1.1
C(=N\n1cncn1)/c1ccc(N2CCOCC2)cc1	8.7	0.956	0.3	-1.6	4.4	10.8	0.913	4.4	0.3
c1cnc2ccc(C(c3nnnn3C3CCCCC3)N3CCN(C4CCCCC4)CC3)cc2c1 (stereo not given)	-6.1	0.945	-1.3	-3.4	0.7	8.8	1.06	5.5	-0.1
O=C(NC(=S)Nc1nc2ccccc2s1)c1ccco1	-2.2	0.846	-2.2	-3.9	-13.2	21.7	1.02	15.4	-4.9
CC(=O)N1CSCC1C(=O)NNS(=O)(=O)c1ccccc1 (stereo not given)	17.4	0.968	-4.1	-9.4	0.9	1.4	0.826	3.2	2.4
COc1ccc(S(=O)(=O)NCCSc2ccccc2)cc1OC	6.5	0.948	1.8	-1.4	1.5	-0.4	0.935	5.2	-2.2

The whole of this part (from the top)
SMILES	hIAP inh	mIAP activ	A3A deaminase	APOBEC3G inh	SENP1 FRET inh	NALP3 yeast inh	hIAP activ	mIAP block	beta cell repl
COc1ccc(Cn2c(CO)cnc2SCC(=O)Nc2cccc(NC(C)=O)c2)cc1	-47.0	1.05	-5.9	-3.1	0.2	5.9	1.47	-5.3	0.3
CC(=O)Nc1ccc(NC(=O)COC(=O)c2ccc([N+](=O)[O-])o2)cc1	2.3	0.992	-4.7	-6.1	1.0	19.4	0.977	0.8	-1.1
C(=N\n1cncn1)/c1ccc(N2CCOCC2)cc1	8.7	0.956	0.3	-1.6	4.4	10.8	0.913	4.4	0.3
c1cnc2ccc(C(c3nnnn3C3CCCCC3)N3CCN(C4CCCCC4)CC3)cc2c1 (stereo not given)	-6.1	0.945	-1.3	-3.4	0.7	8.8	1.06	5.5	-0.1
O=C(NC(=S)Nc1nc2ccccc2s1)c1ccco1	-2.2	0.846	-2.2	-3.9	-13.2	21.7	1.02	15.4	-4.9
CC(=O)N1CSCC1C(=O)NNS(=O)(=O)c1ccccc1 (stereo not given)	17.4	0.968	-4.1	-9.4	0.9	1.4	0.826	3.2	2.4
COc1ccc(S(=O)(=O)NCCSc2ccccc2)cc1OC	6.5	0.948	1.8	-1.4	1.5	-0.4	0.935	5.2	-2.2
Cc1ccc(-c2ccc(S(=O)(=O)NCC3CCCO3)cc2)cc1 (stereo not given)	-5.6	0.977	-1.5	-8.1	-0.1	24.0	1.06	2.3	-2.8
COc1ccc(-c2cn(/N=C/c3ccc(Cl)cc3Cl)c(N)n2)cc1	-18.4	0.946	6.9	-0.9	2.2	11.1	1.18	5.4	-4.0
O=C(COC(=O)C1COc2ccccc2O1)Nc1ccccc1OC(F)F (stereo not given)	2.3	0.999	-1.8	-4.7	4.4	10.2	0.977	0.1	0.3
COc1ccc(/C=N/Nc2ncc(C(F)(F)F)cc2Cl)cc1OC	4.1	1.03	-2.4	-9.0	0.3	34.8	0.959	-2.7	-1.2
CC1c2[nH]c3ccccc3c2CCN1C(=O)Nc1ccccc1 (stereo not given)	-2.7	1.22	-3.3	-4.3	-7.0	11.6	1.03	-22.0	-2.9
Cc1noc2c1C(c1ccc(N(C)C)cc1)C1=C(CC(C)(C)CC1=O)N2 (stereo not given)	-0.4	0.917	-2.4	-7.7	-3.8	-18.3	1	8.3	0.8
CC(CN(C)C)CN1c2ccccc2Sc2ccccc21 (stereo not given)	-0.4	0.925	0.3	3.8	0.5	21.4	1	7.5	-7.2
CCCCN(C(=O)C(C)Oc1ccc(Br)cc1)c1c(N)n(CC(C)C)c(=O)[nH]c1=O (stereo not given)	-5.8	1.03	9.0	-2.2	-6.6	10.9	1.06	-3.0	0.3
COC(=O)c1c(NC(=O)CCl)sc(C(=O)N2CCOCC2)c1C	-5.5	0.992	-2.6	-10.6	2.1	1.4	1.05	0.8	-4.1
O=C(Nc1c(C(=O)N2CCN(c3ccccn3)CC2)oc2ccccc12)c1cccc([N+](=O)[O-])c1	-2.3	0.876	-0.9	-2.8	2.6	14.8	1.02	12.4	3.7
CC1(C)Cc2c(cnn2-c2ccc(F)cc2)C(NC(=O)CN2CCCC2=O)C1 (stereo not given)	-17.8	0.978	-1.8	-6.5	-1.4	-6.1	1.18	2.2	9.3
O=C(O)CCSc1nc2ccccc2c(=O)[nH]1	-3.3	0.964	-2.2	-4.5	1.3	3.7	1.03	3.6	-5.1
O=C(c1ccc(=O)[nH]n1)N1CCN(S(=O)(=O)c2ccc3ccccc3c2)CC1	-1.2	1.06	9.4	-8.3	0.6	0.6	1.01	-5.9	0.1
Cc1ccc(O)c(Nc2nc(-c3ccccc3)nc3ccccc23)c1	1.6	0.957	-6.3	-5.1	1.4	15.2	0.984	4.3	-2.1
O=C(NC1CCCCC1)C(c1ccccn1)N(C(=O)c1csnn1)C1CC1 (stereo not given)	-3.4	1.01	1.3	-5.8	-0.2	15.4	1.03	-1.2	-0.3
Cc1cc(C(=O)N2CCN(Cc3ccccc3)CC2)ccc1[N+](=O)[O-]	2.1	1.05	-5.4	-2.4	-1.6	13.9	0.979	-4.6	-1.6
O=C(CSc1nnc(COc2ccc(F)cc2)o1)N1c2ccccc2CCc2ccccc21	-22.4	1.15	-7.4	-5.4	1.8	6.3	1.22	-14.7	-6.0
Cc1ccc(NS(=O)(=O)c2ccc(Cl)nc2)c(C)c1	8.3	1.04	0.0	-2.0	-1.1	22.3	0.917	-3.9	-2.3
CN(C(=O)COC(=O)CCCN1C(=O)c2cccc3cccc(c23)C1=O)C1CCS(=O)(=O)C1 (stereo not given)	-6.5	0.942	8.2	-3.7	-1.8	17.0	1.06	5.8	-6.9
Cc1ccc(C)c(NC(=O)CCC(=O)NNC(=O)C(c2ccccc2)c2ccccc2)c1	-19.8	0.983	-0.5	-5.6	2.7	12.8	1.2	1.7	-0.3
O=C1CC(/C=C/c2ccc([N+](=O)[O-])cc2)=Nc2ccccc2N1	10.1	0.979	-5.8	-9.1	-0.7	39.2	0.899	2.1	-5.4
Cn1cnnc1SCC(=O)N/N=C/c1ccc(OCC(N)=O)cc1	1.6	1	0.2	-7.1	0.3	0.0	0.984	-0.3	-1.4
CCC(=O)N1N=C(c2ccccc2)CC1c1ccc([N+](=O)[O-])cc1 (stereo not given)	16.5	0.953	1.8	-2.5	1.6	14.8	0.835	4.7	7.3*
COC(=O)[C@@H]1C[C@@]2(O)[C@@H](O)[C@@H](O)[C@@H](O)C[C@H]2N1CC(c1ccccc1)c1ccccc1	-9.2	1.09	1.3	3.1	2.6	17.4	1.09	-8.6	2.8
CCOc1ncccc1C(=O)Nc1ccc(C(=O)Nc2ccc(OC)cc2)cc1	8.4	1.05	-1.4	-4.6	-0.2	-0.2	0.916	-4.8	-3.9
O=C(NCCCN1CCC(Cc2ccccc2)CC1)c1ccc2nc(N3CCOCC3)sc2c1	-17.3	1.32	5.3	4.8	-6.0	10.6	1.17	-31.7	-4.7
CCc1nnc(NS(=O)(=O)c2ccc(NC(=O)c3cccc(OC)c3)cc2)s1	-26.6	0.99	-3.4	-5.7	0.5	10.2	1.27	1.0	0.0
COc1ccc(N2CCN(C(=O)Cn3nnc(-c4ccccc4N)n3)CC2)cc1	-9.8	1.16	-3.9	-11.2	0.8	12.8	1.1	-16.4	-1.4
N#Cc1ccccc1S(=O)(=O)Nc1ccc2c(c1)C(=O)OC2	-11.4	1.05	2.1	-6.7	3.1	7.0	1.11	-4.7	-1.6
COc1ccc(NC(C)=O)cc1NC(=O)CN1CCN(c2ccccn2)CC1	-2.2	1.13	3.2	3.6	-5.2	-9.3	1.02	-13.4	-2.6
COc1ccccc1OCc1ccc(C(=O)NCCN(C)C)o1	-0.2	0.926	-3.7	-6.8	3.5	2.7	1	7.4	-5.0
O=c1c2[nH]c3ccc(F)cc3c2ncn1CCC1=CCCCC1	13.5	1.04	1.7	-4.8	0.2	-5.5	0.865	-4.3	1.7
CN(C)C(=O)C(=O)c1cccn1-c1ccccc1C#N	-4.3	0.968	0.4	-0.3	-3.0	10.9	1.04	3.2	-5.1
O=c1c2c3n(c(=S)nc2[nH]n1-c1ccccc1)CCCCC3	-4.7	1.07	5.0	4.1	1.1	-17.1	1.05	-6.9	-2.3
O=C(Nc1ccccn1)C1CCCN(c2ncnc3c2nc2n3CCCCC2)C1 (stereo not given)	-16.1	0.968	-2.0	-4.7	1.2	13.8	1.16	3.2	-0.9
Cc1cc(Cl)c(C)c(S(=O)(=O)N2CCN(CC(=O)N3CCOCC3)CC2)c1Cl	-10.0	1.09	-0.8	-4.6	-0.1	16.7	1.1	-8.7	-1.0
c1coc(-c2nc(-c3ccncc3)no2)c1	-3.7	1.02	-7.6	-5.4	0.4	-4.9	1.04	-1.9	0.5
COc1ccccc1NC(=O)C1CCCN(c2nc(C)cc(C)n2)C1 (stereo not given)	6.5	0.906	0.2	1.7	0.4	-0.5	0.935	9.4	7.5*
CCCCCCCCCSc1n[nH]c(N)n1	9.2	0.983	4.5	-2.4	0.4	21.2	0.908	1.7	-1.1
CCOc1ccc(NC(=O)N2CCC(n3nnc4cc(C)ccc43)CC2)cc1	-1.7	1.02	-4.2	-3.9	0.7	17.6	1.02	-1.8	-3.0

Whole records as entered above.
O=c1c2c3n(c(=S)nc2[nH]n1-c1ccccc1)CCCCC3 as listed: hIAP inh: -4.7; mIAP activ: 1.07; A3A deaminase: 5.0; APOBEC3G inh: 4.1; SENP1 FRET inh: 1.1; NALP3 yeast inh: -17.1; hIAP activ: 1.05; mIAP block: -6.9; beta cell repl: -2.3
CCCCCCCCCSc1n[nH]c(N)n1 as listed: hIAP inh: 9.2; mIAP activ: 0.983; A3A deaminase: 4.5; APOBEC3G inh: -2.4; SENP1 FRET inh: 0.4; NALP3 yeast inh: 21.2; hIAP activ: 0.908; mIAP block: 1.7; beta cell repl: -1.1
